Screening data deposited in PubChem BioAssay by several laboratories.
ZTA counter = blocks Epstein-Barr virus ZTA, an EBNA-1 counter-screen; P03206; ZTA-DNA binding, fluorescence polarization; inhibition, % at 11 µM; 320,000 tested, 0.15% active; AID 2234; in the data active = inhibition above about 33%
Target sequence (P03206 whole entry, looked up): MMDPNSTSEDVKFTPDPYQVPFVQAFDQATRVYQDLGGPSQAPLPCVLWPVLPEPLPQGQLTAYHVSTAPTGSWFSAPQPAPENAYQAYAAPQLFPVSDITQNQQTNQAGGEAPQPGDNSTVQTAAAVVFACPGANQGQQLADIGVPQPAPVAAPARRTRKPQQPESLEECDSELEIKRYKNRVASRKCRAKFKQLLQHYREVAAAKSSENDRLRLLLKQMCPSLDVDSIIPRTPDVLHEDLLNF
Fh CTSL1 inh = cathepsin L1 inhibition, PFM18AAP counter-screen; recombinant F. hepatica cathepsin L1, Z-Leu-Arg-MCA fluorescence; 300,000 tested, 0.49% active; inhibition, % at 5.96 µM; AID 1906;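 active = inhibition above the mean of all tested compounds plus 3 SD, set per screening campaign, cut at about 17% in these data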;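 also: 0% = plate median of test compound wells and 100% = 1 µM Z-Phe-Ala-diazomethylketone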
PP5 inh = blocks human protein phosphatase 5 activity; 320,000 tested, 0.18% active; purified PP5c, OMFP substrate fluorescence; P53041; AID 1987; inhibition, % at 6.7 µM;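 active = inhibition above the campaign's mean inhibition across all tested compounds plus 3 SD, cut at about 9.5% in these data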;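 also: 0% = DMSO only and 100% = 100 µM cantharidin control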
Target sequence (P53041 whole entry, looked up): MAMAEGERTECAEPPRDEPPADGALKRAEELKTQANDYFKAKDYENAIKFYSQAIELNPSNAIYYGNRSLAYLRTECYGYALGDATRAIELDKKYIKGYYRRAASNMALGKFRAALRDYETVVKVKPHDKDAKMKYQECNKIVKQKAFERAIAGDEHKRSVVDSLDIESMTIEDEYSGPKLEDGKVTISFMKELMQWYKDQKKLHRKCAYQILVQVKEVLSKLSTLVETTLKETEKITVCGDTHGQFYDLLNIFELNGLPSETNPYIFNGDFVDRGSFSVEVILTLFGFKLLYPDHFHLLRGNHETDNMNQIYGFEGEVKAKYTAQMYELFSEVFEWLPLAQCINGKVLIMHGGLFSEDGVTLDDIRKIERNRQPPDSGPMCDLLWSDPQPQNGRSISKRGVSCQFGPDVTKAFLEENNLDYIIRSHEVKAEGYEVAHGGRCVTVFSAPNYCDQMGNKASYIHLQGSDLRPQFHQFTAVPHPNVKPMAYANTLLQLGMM
JMJD2C inh = human JMJD2C demethylase inhibition. Q9H3R0. GST-JMJD2C(1-420) H3K9me3 demethylation, DELFIA europium. inhibition, % at 2.35 µM. 330,000 tested, 0.069% active;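 active = more than half of a compound's replicate wells show inhibition beyond 50%, single wells judged on their own value; inconclusive = some, but no more than half, of replicates pass 50% inhibition; inactive = no replicate passes 50% inhibition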;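 also: signal counts dimethyl H3K9 product captured on neutravidin plate; 0% = median of DMSO wells and 100% = 0.3 times that DMSO median; strong numbers were not always called active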
PP1 counter = PP1-alpha (human) inhibition in PP5 counter-screen; inhibition, % at 6.7 µM; 320,000 tested, 0.9% active; purified PP1alpha, OMFP fluorescence;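 active = inhibition above the mean inhibition of all tested compounds plus 3 SD, computed separately for each screening campaign, cut at about 15% in these data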
Target sequence (P62136 whole entry, looked up): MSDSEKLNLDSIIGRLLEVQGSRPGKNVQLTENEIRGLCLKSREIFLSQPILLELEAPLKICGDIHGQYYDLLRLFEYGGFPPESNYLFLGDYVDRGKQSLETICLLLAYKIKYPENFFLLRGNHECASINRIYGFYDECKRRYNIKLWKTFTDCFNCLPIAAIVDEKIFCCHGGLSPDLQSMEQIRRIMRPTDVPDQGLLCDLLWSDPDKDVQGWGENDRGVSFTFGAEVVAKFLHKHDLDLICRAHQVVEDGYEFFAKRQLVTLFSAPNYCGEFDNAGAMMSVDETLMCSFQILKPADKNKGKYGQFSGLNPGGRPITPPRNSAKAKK
TPT1 inh = C. albicans TPT1 enzyme inhibition; recombinant caTPT1, FP RNA substrate dephosphorylation; inhibition, % at 5 µM; 300,000 tested, 0.81% active;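 active = inhibition above the mean of all tested compounds plus 3 SD, set per screening campaign, cut at about 24% in these data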;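 also: plate controls were DMSO alone for no effect and ferristatin control at 100 nM for full effect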
EBNA-1 inhibitor = blocks EBNA-1 binding to DNA; 300,000 tested, 0.34% active; AID 1950; EBNA-1 DNA binding, fluorescence polarization; inhibition, % at 14.8 µM; in the data active = inhibition above about 28%
HCV core dimer = blocks dimerization of HCV core protein | 300,000 tested, 0.33% active | inhibition, % at 5 µM | TR-FRET GST/Flag-core106 dimerization, 1536-well;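 active = inhibition above the mean of all tested compounds plus 3 SD, set per screening campaign, cut at about 45% in these data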
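System – GST-tagged and Flag-tagged HCV core protein residues 1-106 · Repeats – one well for each compound · Technique – TR-FRET 671 and 617 nm emission · Doses – one concentration, 5 µM, in 0.5% DMSO · Times – 4 h, 22.5 °C incubation · Also added – Eu donor and XL665 acceptor anti-tag antibodies · Measure – percent inhibition of core106 dimerization signal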
CR mimetic SO = lowers age-related superoxide in aged yeast cells; superoxide response (% of plate mean), % at 10 µM; S. cerevisiae aged cells, superoxide DHE fluorescence; stronger effect = lower value; 330,000 tested, 0.18% active;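 active = superoxide response under a set limit, about three screen SD below normal, cut at about 65% in these data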;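 also: yeast aged for seven days with compound at 30 °C before DHE staining; 100% = average MFI of all compound-treated wells on the plate with controls excluded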
* hit, by the source's call; ? = inconclusive.

# | Compound | ZTA counter | Fh CTSL1 inh | PP5 inh | JMJD2C inh | PP1 counter | TPT1 inh | EBNA-1 inhibitor | HCV core dimer | CR mimetic SO
1 | Cc1ccc(NC(=O)Cn2c(C)cc(C)c(C#N)c2=O)c(Cl)c1 | 6 | 11 | 0.8 | 1 | 7 | -4 | -4 | 2 | 109
2 | COc1ccc(NC(=O)CSc2ccc3nnc(-c4cccnc4)n3n2)cc1 | 5 | -1 | -1.7 | -1 | -2 | -3 | -5 | 1 | 105
3 | COC(=O)c1cc(OC)c(OC)cc1NC(=S)N1CCCC1 | 14 | -2 | -0.8 | -14 | -3 | -1 | 16 | -3 | 95
4 | CC1CCN(c2ncnc3c2cnn3-c2ccccc2)CC1 | 0 | 0 | 1.0 | 4 | -1 | 2 | 1 | 17 | 92
5 | COc1ccc(-n2ncc3c2CC(C)(C)CC3NC(=O)CCc2c(C)nn(C)c2C)cc1 (stereo not drawn) | 2 | -2 | 0.5 | 6 | -2 | 2 | 3 | 10 | 102
6 | CC1=Nc2cc(C(=O)NCC3CCCO3)ccc2Sc2ccc(Br)cc21 (stereo not drawn) | -4 | -3 | -1.4 | -9 | -3 | 0 | 1 | 2 | 89
7 | CC(c1nnc(SCC(=O)Nc2sccc2C#N)n1-c1ccc(Cl)cc1)N(C)C (stereo not drawn) | 0 | 7 | 0.2 | -4 | -1 | 5 | -10 | 2 | 107
8 | CC(=O)c1cc(C)ccc1OC(=O)c1ccncc1 | 3 | -1 | 1.9 | -10 | -1 | 1 | 5 | -2 | 106
9 | CCOc1cc2[nH]c(=S)n(CCCC(=O)NCc3ccco3)c(=O)c2cc1OCC | 5 | 6 | -1.1 | -4 | 8 | 1 | 11 | 0 | 82
10 | CCCCCc1ccc(OCCCC[n+]2ccccc2)c(CCCCC)c1 | -20 | 2 | -1.1 | ? | 13 | -1 | -11 | -13 | 89
11 | CN1CCN(NS(=O)(=O)c2cccs2)CC1 | 15 | 5 | -1.8 | -4 | -2 | 0 | 1 | 6 | 97
12 | O=C(CCn1c(=S)oc2ccccc21)NC1CCCCCC1 | -7 | 1 | -3.1 | 2 | -5 | 0 | -1 | -1 | 106
13 | Cc1sc2ncnc(SCC(=O)NC(=O)c3cccn3C)c2c1C | -22 | 1 | -1.1 | 1 | 7 | 2 | -5 | 8 | 83
14 | COC(=O)C1=C(C)N(CC(C)C)C(=O)/C1=C\c1cccs1 | -9 | 4 | 3.3 | 36 | 3 | -4 | 9 | -7 | 94
15 | COc1cccc(-n2c(Cc3cc(=O)[nH]c(=O)[nH]3)nnc2SCc2cccnc2)c1 | 8 | -2 | 1.6 | -6 | -6 | -6 | 3 | -1 | 100
16 | COCCn1cnc2c1c(=O)n(CC(=O)O)c(=O)n2Cc1ccccc1 | -5 | 0 | 1.0 | -6 | 1 | 0 | -11 | -7 | 89
17 | O=C(NNS(=O)(=O)c1ccccc1)c1cnn(-c2ccccc2)c1-n1cccc1 | 0 | -3 | -0.2 | -4 | -9 | -6 | -5 | 5 | 100
18 | O=C(CCC(=O)Nc1ccc(F)cc1)N/N=C/c1cccnc1 | 9 | 3 | -0.5 | -7 | -1 | -5 | 3 | -2 | 86
19 | C=CCN1C(=O)C(O)(CC(=O)c2ccccc2)c2ccccc21 (stereo not drawn) | 5 | -1 | 1.1 | 6 | 0 | -3 | -14 | -4 | 101
20 | CCCCN(CCCC)CCNC(=O)CN1C(=O)COc2ccc(S(=O)(=O)N3CCOCC3)cc21 | -7 | 2 | 2.5 | -8 | -5 | -5 | 15 | -22 | 91
21 | CN1C(=O)C2C(c3ccc(N(C)C)cc3)NN(Cc3ccccc3)C2C1=O (stereo not drawn) | 7 | 10 | 0.7 | -5 | -5 | -3 | -3 | 3 | 92
22 | COc1ccccc1-c1cc(C(=O)O)c2c(=O)n(C)c(=O)n(Cc3ccccc3)c2n1 | 3 | 4 | 1.1 | -3 | -1 | -3 | -7 | 1 | 98
23 | O=C(NC1CCCc2ccccc21)C1CCN(S(=O)(=O)c2cnc[nH]2)CC1 (stereo not drawn) | 1 | 2 | 1.6 | 2 | -1 | 1 | 2 | -3 | 79
24 | CCCCC(=O)NCCc1cc2ccc(OC)cc2[nH]c1=O | -5 | 1 | 1.6 | 16 | 0 | -3 | -3 | -5 | 101
25 | Fc1ccc(-n2nnc(-c3nccs3)n2)cc1 | 25 | 5 | 0.5 | 6 | -7 | -3 | -1 | 7 | 105
26 | CCOc1ccc(-c2c(=O)n(O)c3ccccc3[n+]2[O-])cc1 | 10 | -4 | 3.1 | -2 | 3 | 3 | 4 | 5 | 137
27 | Cc1sc2ncnc(NCCCn3ccnc3)c2c1C | 10 | 2 | -1.9 | 0 | 0 | 4 | 8 | -4 | 89
28 | CC(O)Cn1nc([N+](=O)[O-])nc1N (stereo not drawn) | -4 | 1 | -0.4 | 0 | -1 | -1 | 9 | -4 | 109
29 | COc1ccc(NC(=O)CCCn2nc(C)c3c(C)n(-c4ccccc4)nc3c2=O)cc1OC | 7 | 3 | 1.9 | -19 | -1 | -2 | -8 | 8 | 93
30 | CC(C)(C)N1C(=O)c2ccc(C(=O)Nc3ccc(-c4nc5ccccc5[nH]4)cc3)cc2C1=O | -3 | -5 | 1.9 | 2 | 10 | 3 | 5 | 5 | 99
31 | O=C(O)CCn1c(SCc2cc(=O)n3ccccc3n2)nc2ccsc2c1=O | -8 | -4 | 0.8 | -2 | 4 | 1 | -14 | -1 | 110
32 | COC(=O)CSc1ncc(OC)c(OC)n1 | -2 | -2 | 2.9 | -7 | 0 | -4 | -8 | -2 | 122
33 | Cc1oc2cc(OCc3cnn(-c4ccccc4)c3)ccc2c(=O)c1Oc1ccccc1F | 1 | -4 | 0.0 | 6 | 3 | 0 | 7 | 9 | 109
34 | C/C(=N\N=C1\NC(=O)C(CC(=O)Nc2ccc(C)c(Cl)c2)S1)C(C)(C)C (stereo not drawn) | 3 | 5 | 5.4 | -4 | -1 | 1 | 5 | 7 | 109
35 | N#Cc1c(N)nc2c(c1-c1ccccc1)CCC2 | -10 | -2 | 0.1 | -5 | -4 | 1 | 3 | 10 | 99
36 | CN(C)C(=O)c1nc2ccc(Cl)cn2c1CNCc1ccccc1OC(F)(F)F | 12 | 1 | -3.1 | 7 | -5 | 1 | 3 | 5 | 83
37 | NC(=O)NC(=O)Nc1ccccc1Cl | -11 | 0 | 2.6 | 3 | 4 | 4 | -1 | 1 | 107
38 | CCOc1ccc(NC(=O)Nc2ccc3nccnc3c2)cc1 | 13 | 3 | -0.6 | -5 | -1 | -3 | 5 | -1 | 93
39 | O=C(Nc1ccc(F)cc1)Nc1nnc(COc2ccccc2F)s1 | -24 | 5 | 3.1 | 9 | 2 | 4 | -16 | -10 | 83
40 | OCCOCCNc1ncnc2sc(-c3ccccc3)cc12 | 19 | 1 | -0.4 | 0 | 1 | -2 | 6 | -10 | 86

Reprinted from the part before: 3 compounds, then new ones.
# | Compound | ZTA counter | Fh CTSL1 inh | PP5 inh | JMJD2C inh | PP1 counter | TPT1 inh | EBNA-1 inhibitor | HCV core dimer | CR mimetic SO
38 | CCOc1ccc(NC(=O)Nc2ccc3nccnc3c2)cc1 | 13 | 3 | -0.6 | -5 | -1 | -3 | 5 | -1 | 93
39 | O=C(Nc1ccc(F)cc1)Nc1nnc(COc2ccccc2F)s1 | -24 | 5 | 3.1 | 9 | 2 | 4 | -16 | -10 | 83
40 | OCCOCCNc1ncnc2sc(-c3ccccc3)cc12 | 19 | 1 | -0.4 | 0 | 1 | -2 | 6 | -10 | 86
41 | Cc1cc(C)c(C(=O)COC(=O)[C@H](C)Nc2ccc(C(F)(F)F)cc2[N+](=O)[O-])c(C)c1 | 12 | -3 | 4.2 | 5 | 3 | -1 | -8 | 3 | 98
42 | COc1ccc(NC(=O)COC(=O)[C@@H]2CCCN2C(=O)c2cccs2)c(OC)c1 | -4 | -12 | 2.3 | -2 | 0 | -2 | -5 | -3 | 114
43 | COc1ccc(NC(=O)c2cc(-c3ccccc3)oc2C)cc1 | 5 | 0 | 3.6 | 11 | 2 | 0 | -3 | -7 | 92
44 | COc1ccc(Nc2ncnc3scc(-c4ccc(OC)cc4)c23)cc1 | -1 | 8 | 2.7 | 0 | -1 | 0 | 17 | 12 | 85
45 | O=C(CN1C(=O)NC2(CCc3ccccc32)C1=O)c1c[nH]c2ccccc12 (stereo not drawn) | -8 | -1 | 0.3 | -1 | -3 | 1 | -5 | 9 | 82
46 | COc1ccc(/C=N\NC(=O)c2cc(O)c(O)c(O)c2)cc1CN1CCN(c2ccc(F)cc2)CC1 | 3 | -1 | 3.7 | -15 | 4 | 2 | 5 | 1 | 99
47 | O=c1c(S(=O)(=O)c2ccc(Cl)cc2)cn(Cc2ccccc2F)c2ccc(F)cc12 | 4 | -1 | 3.0 | -1 | 5 | -2 | -5 | 19 | 96
48 | CCCCn1c(SCC(=O)NC(C)CC)nc2ccc(N3CCOCC3)cc2c1=O (stereo not drawn) | 3 | -1 | 1.8 | 0 | -2 | -3 | -10 | 1 | 102
49 | CCc1ccccc1NC(=O)CN(C)C(=O)Cn1cc(C(F)(F)F)cc(Cl)c1=O | 6 | 2 | -1.5 | 5 | -2 | 1 | -2 | -4 | 97
50 | CC1(c2ccc(Cl)cc2)NC(=O)N(CC(=O)NC(=O)NCc2ccco2)C1=O (stereo not drawn) | 0 | -1 | 4.9 | -7 | -1 | -1 | -7 | 1 | 92
51 | O=C(CN1CCN(Cc2ccccc2)CC1)N=Nc1c(O)[nH]c2ccccc12 | 4 | 4 | 0.4 | -4 | -1 | -3 | 3 | -4 | 79
52 | C=CCn1c(SCC(=O)c2cc(C)n(CC3CCCO3)c2C)nnc1-c1ccccc1 (stereo not drawn) | 7 | -3 | -0.9 | -6 | 0 | 0 | 17 | 3 | 100
53 | CN(CCC#N)C(=O)COC(=O)c1cccnc1Nc1ccccc1F | -16 | 2 | 4.2 | -4 | 0 | -3 | -6 | -4 | 86
54 | O=S(=O)(O)c1cnccc1Nc1cccc(C(F)(F)F)c1 | 5 | -2 | 0.5 | -1 | 1 | 1 | 2 | 3 | 97
55 | Cc1ccc(/C=N/N2CCN(Cc3ccccc3)CC2)s1 | -6 | -3 | -0.9 | 6 | -2 | 4 | 0 | 0 | 105
56 | COCCn1c(N)c(Sc2ccccc2)c(=O)[nH]c1=O | -7 | -3 | 3.3 | 6 | -2 | 2 | -8 | -8 | 106
57 | Cc1nn(CC#N)c(=O)n1-c1ccc(F)cc1 | 10 | 0 | 3.3 | -5 | 1 | 1 | -2 | 2 | 99
58 | CC1(C)CSC(=S)N1S(=O)(=O)c1ccccc1 | 7 | -3 | -3.0 | -2 | 5 | -3 | 6 | -3 | 58*
59 | COc1cccc(CNC(=O)Cc2c(C(=O)O)[nH]c3ccccc23)c1 | 12 | 5 | -1.0 | -1 | 0 | 1 | -4 | 2 | 116
60 | COc1ccc(/C=C/C(=O)c2cc(Br)ccc2O)cc1OC | -5 | 0 | 3.8 | 0 | 4 | -4 | 1 | 0 | 90
61 | CC(=O)N1c2ccc(S(=O)(=O)NCC3CCC(C(=O)Nc4cccc(C)n4)CC3)cc2CC1C (stereo not drawn) | -2 | 1 | 0.7 | -6 | 0 | 1 | 3 | 8 | 123
62 | Cc1c(C(=O)OCC(C)(C)CN(C)C)oc2ccccc12 | 5 | -5 | 0.6 | 4 | 0 | -5 | -2 | 3 | 95
63 | Cn1cnnc1SCC(=O)NCc1ccccc1 | 3 | -1 | 0.3 | 21 | -3 | -5 | 17 | -4 | 88
